Screening data from PubChem BioAssay.
697 NFkB inh = inhibitors of PMA/ionomycin-induced NF-kB reporter, 697 cells, primary screen, B-cell NF-kB inhibitor project, cell-based, luminescence, uHTS; 697 B-cell NF-kB luciferase reporter, 16 h; inhibition, % at 4 µM; 0.33% of 330,000 active; in the data active = inhibition above about 35%
tim10-1 inh = growth inhibitors of tim10-1 mutant yeast, primary screen, luminescence, uHTS; S. cerevisiae tim10-1 ts strain growth, BacTiter-Glo, 24 h; inhibition, % at 20 µM; 2.2% of 330,000 active; AID 463190, 2010;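 active = inhibition of at least 40%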;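 also: mutant grown at 25 °C; 0% = DMSO wells with yeast and 100% = wells holding no yeast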
UPR CHOP act = activators of apoptotic CHOP UPR arm, primary screen, cell-based, CHO-CHOP luciferase reporter, luminescence, uHTS. UPR activation; percent of tunicamycin response over DMSO baseline. activation, % at 10 µM. 0.34% of 330,000 active;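 active = at 10 µM dose, activation of 40% or more, normalized to positive control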;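 also: 100% = tunicamycin at 10 µg/mL and 0% = DMSO alone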
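Test system: CHO CHOP reporter cells. Input: 500 CHO-CHOP cells per well. Medium: F12 with 10% FBS. Technique: luciferase luminescence. Measure: percent activation relative to tunicamycin control. Dosing: 10 µM compound, 0.5% DMSO. Timing: 16-18 h cell attachment, then 6 h compound exposure, 37 °C.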
Mdm2-MdmX inh = inhibitors of human Mdm2-MdmX association, primary screen, cell-based, luminescence, split luciferase, SaOS-2, uHTS; inhibition, % at 8 µM; 3% of 330,000 active; AID 485346, 2010; SaOS-2 split-luciferase Mdm2/MdmX complementation; Protein Mdm4 (Homo sapiens) + E3 ubiquitin-protein ligase Mdm2 (Homo sapiens), …;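 active = inhibition of at least 50% at 8 µM in the primary screen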
Target sequence (O15151 whole entry, looked up): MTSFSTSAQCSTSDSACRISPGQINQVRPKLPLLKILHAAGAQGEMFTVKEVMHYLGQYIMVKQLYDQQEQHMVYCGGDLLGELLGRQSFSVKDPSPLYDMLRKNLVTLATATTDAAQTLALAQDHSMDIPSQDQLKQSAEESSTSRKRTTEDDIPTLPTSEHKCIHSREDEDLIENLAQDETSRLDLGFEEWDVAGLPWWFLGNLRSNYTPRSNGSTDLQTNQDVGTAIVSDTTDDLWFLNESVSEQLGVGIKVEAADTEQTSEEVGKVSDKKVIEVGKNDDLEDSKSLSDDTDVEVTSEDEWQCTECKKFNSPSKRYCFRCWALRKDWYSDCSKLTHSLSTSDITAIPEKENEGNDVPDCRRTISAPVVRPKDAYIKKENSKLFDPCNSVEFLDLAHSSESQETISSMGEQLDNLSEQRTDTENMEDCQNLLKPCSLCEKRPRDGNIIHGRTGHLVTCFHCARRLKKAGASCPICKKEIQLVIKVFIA
Target sequence (Q00987 whole entry, looked up): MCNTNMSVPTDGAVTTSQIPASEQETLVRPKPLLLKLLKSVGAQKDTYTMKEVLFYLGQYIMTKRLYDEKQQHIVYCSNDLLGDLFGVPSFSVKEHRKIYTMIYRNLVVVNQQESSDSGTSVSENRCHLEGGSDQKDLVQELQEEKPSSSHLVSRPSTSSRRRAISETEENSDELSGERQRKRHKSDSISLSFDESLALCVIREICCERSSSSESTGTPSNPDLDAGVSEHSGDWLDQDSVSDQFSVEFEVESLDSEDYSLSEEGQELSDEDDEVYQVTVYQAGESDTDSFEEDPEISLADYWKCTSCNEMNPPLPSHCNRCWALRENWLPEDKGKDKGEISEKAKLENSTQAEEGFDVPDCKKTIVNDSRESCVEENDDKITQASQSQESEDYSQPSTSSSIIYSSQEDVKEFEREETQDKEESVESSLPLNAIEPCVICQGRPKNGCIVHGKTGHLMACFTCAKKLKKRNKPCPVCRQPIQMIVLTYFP
Jurkat NFkB inh = inhibitors of induced NF-kB luciferase reporter, primary screen, TCR NF-kB activation inhibitor project, cell-based, luminescence, uHTS; 0.53% of 330,000 active; Jurkat, PMA/ionomycin-induced NF-kB luciferase reporter; AID 435003, 2010; inhibition, % at 4 µM; in the data active = inhibition above about 50%
TIM10 inh = growth inhibitors of isogenic TIM10 control yeast, primary screen, counter-screen for tim10-1 yeast inhibitor project, luminescence, uHTS; S. cerevisiae TIM10 strain growth, BacTiter-Glo luminescence, 24 h; inhibition, % at 10 µM; 1.4% of 330,000 active;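 active = inhibition of 40% or more at the single tested concentration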;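 also: wild-type TIM10 isogenic control strain grown at permissive 25 °C; 0% = DMSO yeast wells and 100% = minimal medium wells without yeast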
UPR XBP1 act = activators of adaptive XBP1 UPR arm, primary screen, cell-based, CHO-XBP1 luciferase reporter, luminescence, uHTS; 0.33% of 330,000 active; activation, % at 20 µM; IRE1-XBP1 UPR activation; percent of tunicamycin response, DMSO as zero;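 active = versus positive control, 20 µM dose yields 30% or more activation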;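 also: 100% = tunicamycin at 10 µg/mL and 0% = DMSO only wells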
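Material – CHO cell line with stable XBP1 luciferase reporter · Buffer or medium – F12 plus 10% FBS · Compound – single point, 20 µM final compound, 1% DMSO · Schedule – 16-18 h cell attachment at 37 °C, then 6 h compound exposure · Signal – Steady-Glo luminescence read · Benchmarks – high control tunicamycin 10 µg/mL final, low control DMSO vehicle only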
tim23-1 inh = growth inhibitors of tim23-1 mutant yeast, primary screen, luminescence, uHTS; S. cerevisiae tim23-1 growth, BacTiter-Glo luminescence, 24 h; 1.3% of 330,000 active; inhibition, % at 20 µM;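 active = growth inhibition of the mutant yeast at or above 50%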;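 also: temperature-sensitive mutant grown at 25 °C; plate controls were DMSO-treated mutant yeast for no effect and medium wells lacking yeast for full effect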
* marks the source's active call; other numbers are inactive results. Compounds as they come; any-hit rate near 6.6%.

SMILES | 697 NFkB inh | tim10-1 inh | UPR CHOP act | Mdm2-MdmX inh | Jurkat NFkB inh | TIM10 inh | UPR XBP1 act | tim23-1 inh
Cc1cccc(CC2CC(=O)N(c3nc4ccccc4s3)C2=O)c1 (stereo unspecified) | 13 | 34 | -1.5 | 25 | 7 | 32 | 1 | 31
COc1cc(C(=O)NNC(=O)C2CCC2)cc(OC)c1OC | 16 | -3 | 0.6 | 20 | -5 | -5 | -1 | -8
CCC(CC)C(=O)Nc1c(C)n(C)n(-c2ccccc2)c1=O | -10 | 13 | 1.0 | 28 | 13 | 3 | -1 | 5
COc1ccccc1/C=N/NC(=O)CSc1cc(C)nc2ccccc12 | -50 | 11 | -0.7 | 39 | 42 | 28 | 3 | 44
O=C1CC(Sc2ncn[nH]2)C(=O)N1c1ccccc1 (stereo unspecified) | 6 | 31 | 0.8 | 34 | -5 | 14 | -3 | 51*
COc1cc(C(=O)NCc2nnc(SCC(=O)NC3CCCCC3)o2)cc(OC)c1OC | -2 | 0 | -1.3 | 8 | 13 | 2 | -6 | -9
COc1cc(NC(=O)c2noc(C)c2[N+](=O)[O-])c(OC)cc1Cl | 19 | 12 | -0.7 | 48 | 13 | -1 | 1 | 18
C#CCOC(=O)c1ccccc1C(=O)O | -9 | 3 | -0.5 | -13 | -1 | -11 | -1 | 8
CCN1CNC(=S)N(c2cc(C)ccc2C)C1 | 21 | 13 | 0.4 | -8 | -5 | -5 | 1 | 14
CCCN(CCC)CC(O)CN1C(=O)NC(C)(C)C1=O (stereo unspecified) | 10 | 13 | -1.6 | -11 | 7 | -2 | -6 | 6
O=C(CCCN1C(=O)c2cccc3cccc(c23)C1=O)N1CCN(c2ccccc2O)CC1 | 23 | 17 | 1.7 | 30 | 19 | 32 | 1 | 23
COCCCNC(=O)Cn1c(=O)n(CC(=O)NCCc2ccc(OC)c(OC)c2)c(=O)c2sccc21 | 6 | -9 | 1.0 | 3 | 15 | -13 | 0 | -13
O=C(NC(=S)NC1CCC(O)CC1)c1ccco1 (stereo unspecified) | 4 | 11 | -0.8 | -5 | -16 | 3 | 3 | 16
CC(C)N(C(=O)CSc1nnc(NC2CC2)s1)c1ccccc1 | 13 | 16 | -3.5 | 11 | 6 | 7 | -3 | 18
CCOc1ccc(N(C)S(=O)(=O)c2ccc3[nH]cc(C(=O)NCCCOC)c(=O)c3c2)cc1 | -77 | 16 | -2.5 | 3 | -16 | 4 | -6 | 4
COc1cccc(Cn2cc(C(=O)NCCN(C)C)nn2)c1 | -3 | 10 | 0.6 | 12 | 5 | 8 | 2 | -7
CCOc1ccccc1/C=N/NC(=O)Cc1csc(Nc2cccc(C(F)(F)F)c2)n1 | 22 | 12 | -0.6 | 12 | 12 | 5 | 2 | 8
CCc1nc2ccccc2c(C(=O)OCC(=O)NC2CCCC2)c1C | -6 | 3 | -0.2 | -8 | 0 | -4 | -3 | 8
CCCc1[nH]nc2c1C1(CCOC1C)C(C#N)=C(N)O2 (stereo unspecified) | 9 | -5 | -0.7 | -11 | 4 | -13 | -2 | 4
Cc1ccccc1C(=O)NC(=S)Nc1ccccc1C(F)(F)F | -5 | 6 | -0.9 | 22 | -6 | 17 | 3 | 4
O=C(Nc1cc(Sc2ccccn2)cc([N+](=O)[O-])c1)c1cccc(Cl)c1 | 2 | 42* | 0.8 | 22 | 1 | 54* | 0 | 38
CCc1nnc(NC(=O)CN2CC(C)OC(C)C2)s1 (stereo unspecified) | -1 | 7 | 1.0 | 17 | 4 | 3 | -5 | 3
COc1cccc(C(c2nnnn2Cc2ccco2)N2CCN(Cc3ccccc3)CC2)c1OC (stereo unspecified) | 15 | 27 | -0.2 | 19 | -7 | 5 | -2 | 20
CCC(C)NC(=O)C1CC(c2cccc(OC)c2)=NO1 (stereo unspecified) | 6 | 3 | 1.1 | 1 | 4 | -12 | 0 | 19
Cc1csc(=Nc2ccccc2)n1Cc1ccco1 | -11 | 16 | 0.0 | -4 | -12 | 3 | 0 | 9

The list goes on (two carried over from the part before).
SMILES | 697 NFkB inh | tim10-1 inh | UPR CHOP act | Mdm2-MdmX inh | Jurkat NFkB inh | TIM10 inh | UPR XBP1 act | tim23-1 inh
CCC(C)NC(=O)C1CC(c2cccc(OC)c2)=NO1 (stereo unspecified) | 6 | 3 | 1.1 | 1 | 4 | -12 | 0 | 19
Cc1csc(=Nc2ccccc2)n1Cc1ccco1 | -11 | 16 | 0.0 | -4 | -12 | 3 | 0 | 9
O=C(NCc1ccco1)[C@@H]1CCCN1C(=O)c1cccs1 | -5 | 14 | -0.3 | -16 | -2 | -15 | -5 | 5
O=C(NC1CC1)[C@@H]1CSC2c3ccccc3C(=O)N21 (stereo partly specified) | -5 | 12 | 3.1 | 0 | 8 | -6 | -1 | -3
CN(C(=O)Cn1cnc2ccccc2c1=O)C1CCS(=O)(=O)C1 (stereo unspecified) | -7 | 2 | -2.0 | 24 | -14 | 5 | -1 | 0
Cc1cccc(N(CC(=O)NCCSCc2ccco2)S(=O)(=O)c2ccccc2)c1 | -23 | 21 | -1.2 | -3 | 1 | 22 | -2 | 6
CCC(C)(C)NC(=O)c1cccc(NC(=O)C(C)C)c1 | 9 | 8 | 0.8 | -12 | 5 | 25 | -3 | -1
O=C([C@@H]1CC=C[C@@H]2CCN(C3CCCCC3)C(=O)[C@@H]21)N1CCN(c2ccccc2)CC1 | 22 | 19 | 0.0 | 15 | 23 | 15 | -1 | 10
COc1ccc2cc3cc(C(=O)NCCCN4CCc5ccccc5C4)sc3nc2c1 | -115 | 8 | 4.8 | -78 | -104 | 63* | 2 | 13
Cc1ccc(SCCNS(C)(=O)=O)cc1 | -18 | 6 | -0.4 | -55 | -1 | -10 | -2 | 17
CCOC(=O)c1[nH]c2ccc(OC)cc2c1NC(=S)N1CCN(c2ccccc2OC)CC1 | 5 | 22 | -0.6 | 52* | 24 | 13 | -5 | 35
O=C(Nc1ccc(Cl)c([N+](=O)[O-])c1)C(NCCCO)c1ccccc1 (stereo unspecified) | 21 | 9 | 2.4 | 9 | 8 | -7 | -2 | 9
CC1=CS(=O)(=O)CC1Sc1nc(C)n[nH]1 (stereo unspecified) | 5 | 7 | -0.7 | 12 | 15 | 18 | 3 | -8
CCOC(=O)N/N=C\c1ccc(C)s1 | 3 | 12 | 4.3 | -5 | 1 | 8 | -1 | 5
COCCn1cnc2c1c(=O)n(Cc1c(F)cccc1Cl)c(=O)n2Cc1ccccc1 | 3 | -17 | 1.7 | 27 | 15 | 5 | 0 | 22
COCCN(CCOC)c1nc(-c2ccccc2)nc2ccccc12 | -21 | 6 | -0.2 | 10 | -3 | -12 | -2 | 27
C/C(=N\Nc1ccccn1)c1ccc(C(C)C)cc1 | -68 | 29 | 5.1 | -58 | -64 | 17 | 2 | 19
COc1cc2c(cc1OC)CN(C(=O)/C=C/c1cccc([N+](=O)[O-])c1)CC2 | 5 | 5 | 1.6 | 13 | -11 | -7 | 4 | -13
CC(=O)Nc1ccc(C(=O)N2CCN(S(=O)(=O)c3ccc4c(c3)OCCCO4)CC2)cc1 | 10 | -7 | -0.9 | 12 | 5 | -11 | -2 | -20
COc1cc(OC)nc(NC(=O)NS(=O)(=O)c2ccc(F)cc2)n1 | 1 | -8 | 1.0 | 21 | 0 | -6 | 0 | 2
COC(=O)c1cccc(NC(=S)Nc2ccc(Cl)c(Cl)c2)c1 | 20 | 36 | 0.8 | -20 | 9 | 57* | 2 | 50
CC(=O)Nc1ccc(S(=O)(=O)NNC(=O)c2ccc3c(c2)OCO3)cc1 | -1 | -7 | -0.7 | 1 | -9 | -1 | -7 | -11
O=C(COc1ccc(Cl)cc1Cl)NCCCn1ccnc1 | -16 | 12 | -0.3 | 1 | 0 | 5 | 0 | -1
CCc1cccc(C)c1N(C(=O)Cn1c(CO)nc2ccccc21)C(C)COC (stereo unspecified) | 8 | 25 | 4.1 | 22 | 5 | 25 | 0 | 5
COc1cccc(-c2nc3ccc(O)cc3c(=O)o2)c1 | 11 | 55* | 5.0 | 6 | 14 | 39 | 7 | 45
COc1ccc(C(=O)O/N=C(\N)c2ccccn2)cc1[N+](=O)[O-] | -91 | 21 | 3.9 | 2 | -75 | 10 | -1 | 17
CCCCCCCCN1[C@@H](CC(=O)O)c2cc(C(F)(F)F)ccc2S1(=O)=O | 15 | 29 | 2.7 | 8 | 6 | 20 | 4 | 18
(more compounds)
SMILES | 697 NFkB inh | tim10-1 inh | UPR CHOP act | Mdm2-MdmX inh | Jurkat NFkB inh | TIM10 inh | UPR XBP1 act | tim23-1 inh
CC(C)CC(O)C1CCN(C(=O)CCc2nnc(-c3ccc4c(c3)OCO4)o2)CC1 (stereo unspecified) | 10 | -2 | 3.2 | 16 | 3 | 1 | 3 | -1
O=S(=O)(Nc1ccc(Cc2ccncc2)cc1)c1ccc(Br)s1 | -36 | 25 | -0.8 | 0 | 5 | -13 | -2 | 34
COc1ccc(NC(C)=O)cc1NC(=O)c1ccc(C#N)cc1 | 15 | 0 | -0.9 | 10 | 16 | 19 | 1 | 2
Cc1ccc(S(=O)(=O)N2[C@@H](c3ccccc3F)C(C(=O)O)=CC[C@H]2c2cccc(Cl)c2)cc1 | 8 | 34 | 0.9 | -1 | 2 | -8 | 2 | 9
CC(C)=NNc1nc(-c2ccccc2)c(C)s1 | 7 | 6 | 2.0 | 27 | -1 | 10 | -2 | 4
Cc1ccc(C(=O)ONC(=O)c2ccc(Cl)cc2)cc1[N+](=O)[O-] | 18 | 10 | 0.5 | 31 | 2 | 17 | 2 | 20
CC[C@H](C)[C@H](NC(N)=O)C(=O)Nc1ccc(OC)c(Cl)c1 | 1 | -18 | 0.7 | -5 | -6 | 0 | 3 | 3
CN(C(=O)Nc1ccc(S(=O)(=O)N(C)C)cc1)C1CCCCC1 | -21 | 11 | 2.2 | -16 | -39 | -1 | 0 | 5
COc1ccc(CCNC(=O)CN2C(=O)C3(OCCCO3)c3ccccc32)cc1OC | 19 | 0 | -1.7 | 5 | 7 | 1 | -1 | 6
O=C(COc1ccccc1)N1CCN(C(=O)Cc2ccccc2)CC1 | 2 | -10 | -4.4 | 6 | -6 | -5 | 2 | 5

Filtered by structure, the entries above containing an aryl thioether with sulfur outside any ring (7)
SMILES | 697 NFkB inh | tim10-1 inh | UPR CHOP act | Mdm2-MdmX inh | Jurkat NFkB inh | TIM10 inh | UPR XBP1 act | tim23-1 inh
COc1ccccc1/C=N/NC(=O)CSc1cc(C)nc2ccccc12 | -50 | 11 | -0.7 | 39 | 42 | 28 | 3 | 44
O=C1CC(Sc2ncn[nH]2)C(=O)N1c1ccccc1 (stereo unspecified) | 6 | 31 | 0.8 | 34 | -5 | 14 | -3 | 51*
COc1cc(C(=O)NCc2nnc(SCC(=O)NC3CCCCC3)o2)cc(OC)c1OC | -2 | 0 | -1.3 | 8 | 13 | 2 | -6 | -9
CC(C)N(C(=O)CSc1nnc(NC2CC2)s1)c1ccccc1 | 13 | 16 | -3.5 | 11 | 6 | 7 | -3 | 18
O=C(Nc1cc(Sc2ccccn2)cc([N+](=O)[O-])c1)c1cccc(Cl)c1 | 2 | 42* | 0.8 | 22 | 1 | 54* | 0 | 38
Cc1ccc(SCCNS(C)(=O)=O)cc1 | -18 | 6 | -0.4 | -55 | -1 | -10 | -2 | 17
CC1=CS(=O)(=O)CC1Sc1nc(C)n[nH]1 (stereo unspecified) | 5 | 7 | -0.7 | 12 | 15 | 18 | 3 | -8
